OX1R antag-1: antagonists of human orexin 1 receptor (OX1R) | inhibition, % at 6.6 µM | OX1R-expressing cells, FRET antagonist read-out | 330,000 compounds, 1.8% hits | Orexin/Hypocretin receptor type 1 (Homo sapiens), O43613 | AID 485270, 2010; in the data active = inhibition mostly above about 38%, no sharp cut-off; inactive = mostly below about 40%;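 note: 0% = agonist challenge alone and 100% = reference antagonist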
Target sequence (O43613 whole entry, looked up): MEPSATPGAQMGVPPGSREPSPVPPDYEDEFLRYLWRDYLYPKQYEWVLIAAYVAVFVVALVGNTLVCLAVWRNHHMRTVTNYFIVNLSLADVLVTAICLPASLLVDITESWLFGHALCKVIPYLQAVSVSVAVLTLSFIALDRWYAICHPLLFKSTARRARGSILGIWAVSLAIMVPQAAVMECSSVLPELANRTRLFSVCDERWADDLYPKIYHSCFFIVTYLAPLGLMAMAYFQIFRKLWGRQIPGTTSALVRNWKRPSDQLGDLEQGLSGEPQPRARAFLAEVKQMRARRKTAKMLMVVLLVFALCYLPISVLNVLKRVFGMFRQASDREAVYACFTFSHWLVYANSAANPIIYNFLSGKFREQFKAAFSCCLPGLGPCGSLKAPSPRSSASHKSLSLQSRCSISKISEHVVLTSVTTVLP
OX1R antag-2: OX1R (HCRTR1) antagonists, primary screen, fluorescence, CHO/OX1R cells, Fluo-8 calcium, orexin A; Orexin/Hypocretin receptor type 1 (Homo sapiens), O43613; AID 434989, 2010; 330,000 compounds, 0.43% hits; Fluo-8 calcium fluorescence; inhibition, % at 5 µM;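 active = inhibition above its plate's threshold, mean inhibition of all tested compounds on the plate plus 3 SD, cut at about 37% in these data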;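 note: 0% = orexin A challenge wells and 100% = SB-334867-A antagonist wells; not every result past the cut was called active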
An asterisk follows results filed as active. An unsorted share of the library, and some 2% of all compounds hit somewhere here.

Sample of the layout (2 entries):
Structure,OX1R antag-1,OX1R antag-2
Cc1ccnc(N2C(=O)C3C4CC(C(Br)C4Br)C3C2=O)c1 (centres undefined),6.7,-16.1
Cc1cc(Cl)ccc1OCC(=O)NNC(=O)C1CSC2(C)CCC(=O)N12 (centres undefined),-0.1,-16.9

This part in full (from the top)
Structure,OX1R antag-1,OX1R antag-2
Cc1ccnc(N2C(=O)C3C4CC(C(Br)C4Br)C3C2=O)c1 (centres undefined),6.7,-16.1
Cc1cc(Cl)ccc1OCC(=O)NNC(=O)C1CSC2(C)CCC(=O)N12 (centres undefined),-0.1,-16.9
O=C(Cn1nnc2c(sc3nc4c(c(-c5ccccc5)c32)CCC4)c1=O)c1ccccc1,-5.5,-7.7
CCN(CC(=O)Nc1c(F)cccc1F)C(=O)C1CCN(C(=O)c2ccc(Cl)cc2)CC1,18.5,-3.9
O=C(/C=C/c1ccccc1Cl)NC1CCS(=O)(=O)C1 (centres undefined),-5.0,-9.3
NC(=O)c1c(NC(=O)Cc2ccccc2)sc2c1CCN(Cc1ccccc1)C2,8.6,-20.7
CCCC(=O)NC(=S)Nc1ccccc1N1CCOCC1,7.9,-6.4
CCCn1c(N)c(C(=O)CSc2nc(C3CC3)n(-c3ccccc3)n2)c(=O)[nH]c1=O,12.3,-11.5
Cc1ccc(CN2CC(C(=O)N3CCN(S(=O)(=O)c4ccc(C)cc4C)CC3)CC2=O)cc1 (centres undefined),-4.5,-9.1
C/C(=N/NC(=O)c1cccs1)c1cccc(N)c1,23.8,-18.7
CC(C)N(Cc1nc(-c2ccccc2)no1)C(=O)C(Cl)(Cl)Cl,38.5,5.9
CCC(=O)N1N=C(c2ccc(C)cc2)CC1c1ccco1 (centres undefined),5.1,-21.8
CC(C)c1ccc(/C=C/c2ccc(=O)n(C)n2)cc1,12.5,-29.6
CC1CCc2cc(F)cc3c(O)c(C(=O)NCC4CCCO4)c(=O)n1c23 (centres undefined),44.4,-55.1
C=CCCC(=O)N1CCC(Oc2cccc(C(=O)NCc3ccccn3)c2)CC1,39.2,-16.7
CC(C)C[C@@H](C(=O)NCc1ccco1)N1C(=O)N2CCc3c([nH]c4ccccc34)[C@@]2(C)C1=O,20.0,-17.9
Cc1ccc(NC(=S)c2nc3ccccc3[nH]2)cc1,18.1,-19.7
Cc1nc(-c2ccccc2)sc1C(N)=O,15.6,6.4
C[C@]12CC[C@H](O)CC1=CCC1C2CC[C@@]2(C)C1CCC21OCCO1 (some centres undefined),12.3,-21.4
Cc1ccc(N2CC(C(=O)OCc3ccccc3)CC2=O)cc1 (centres undefined),21.6,-19.7

Another view of part of the listing above.
Values in the order: OX1R antag-1 | OX1R antag-2
- CC(C)N(Cc1nc(-c2ccccc2)no1)C(=O)C(Cl)(Cl)Cl
    38.5 | 5.9
- CCCC(=O)NC(=S)Nc1ccccc1N1CCOCC1
    7.9 | -6.4
- C=CCCC(=O)N1CCC(Oc2cccc(C(=O)NCc3ccccn3)c2)CC1
    39.2 | -16.7

Next part:
Structure,OX1R antag-1,OX1R antag-2
CC(C)Cc1nc(SCC(=O)NCC2CCCO2)c2c(=O)n(C)c(=O)n(C)c2n1 (centres undefined),26.7,-10.5
CC1(C)CCC(=O)N2CC[C@H]3C[C@H](OC(=O)Nc4ccc5c(c4)OCO5)C[C@@H]1[C@H]32,17.0,-25.8
O=C(NCc1ccccc1)C12CN(Cc3ccccc3)CC1C(c1ccc([N+](=O)[O-])cc1)=NO2 (centres undefined),23.0,-11.6
O=C(C[C@H]1C/C=C\C[C@H](NC(=O)OCC2c3ccccc3-c3ccccc32)C(=O)OC[C@H]2CCCN2C1=O)NCCO,4.6,-7.3
COC(=O)c1cc(=O)c2cccc(OC)c2[nH]1,17.9,14.3
CCCS(=O)(=O)c1c(S(=O)(=O)CCC)c2ccccn2c1C(=O)OC,27.4,-11.2
C#CCN(C#N)c1nc(NCC)nc(NC(C)C)n1,13.5,-25.9
COc1cccc(NC(=O)COC(=O)c2nc(Cl)ccc2Cl)c1,-2.8,-9.2
O=C(OCC#Cc1c(COC(=O)c2ccccc2)nnn1Cc1ccccc1)c1ccccc1,8.5,-13.2
CO/N=C1\CCn2c1c(C)c1ccccc12,3.7,-12.7
COc1cc(Cl)ccc1OCc1cc(C(=O)N(C)Cc2cccc3cnccc23)no1,36.5,-15.2
CC(=O)c1c(C)[nH]c(C(=O)COC(=O)c2cccs2)c1C,15.0,-11.4
BrC(/C=C\c1ccccc1)=N/Nc1nc(N2CCOCC2)nc(N2CCOCC2)n1,18.4,-38.0
Cc1cc(NC(=O)CSc2nnc(-c3cccc(F)c3)n2N)no1,7.4,19.8
c1ccc(CCNCCCOc2cccc3ccccc23)cc1,8.8,-20.2
OC(COc1ccc(Cl)cc1Cl)CN1CCc2ccccc2C1 (centres undefined),0.8,-12.5
COC(=O)c1c(C)oc(C)c1S(=O)(=O)NCc1ccc(Cl)cc1,20.4,2.1
Cn1c(=O)c2c(nc(NCc3ccc4c(c3)OCO4)n2Cc2ccccc2F)n(C)c1=O,12.6,-13.2
Cc1cccc(N2C(=O)CS/C2=N\NC(=O)c2cccnc2)c1C,7.3,-14.5
CC12CCC(C(=O)N3CCCc4ccccc43)(OC1=O)C2(C)C (centres undefined),2.0,-0.7
Cc1ccc(Nc2nnc(SCC(=O)c3c(N)n(C4CC4)c(=O)[nH]c3=O)s2)cc1C,20.1,14.9
COc1ccccc1C(=O)NCCC(=O)NCCc1ccccc1,26.2,-3.4
CCC(C)NC(=O)CCS(=O)(=O)c1ccc2c(c1)n(C)c(=O)c(=O)n2C (centres undefined),10.9,-17.7
CN1CCN(S(=O)(=O)c2ccc3[nH]c(=O)oc3c2)CC1,-1.3,-1.8
CCC(C)(C)NC(=O)CN(CC1CCCO1)C(=O)CCC(=O)Nc1nccs1 (centres undefined),11.2,-0.7
CC(C)c1ccc(C2c3[nH]c4ccccc4c3C[C@H]3C(=O)N(c4ccccc4C(=O)N4CCC[C@H]4C(=O)O)C(=O)N23)cc1 (some centres undefined),1.1,0.9
COc1ccccc1OCC(=O)Nc1cc(Cl)ccc1N1CCCCC1,6.5,-0.4
CC(C)OP(=O)(c1ccc(N(C)C)cc1)C(O)c1ccccc1F (centres undefined),9.7,-17.8
COCC1CCN(C(=O)C2CCN(c3nc(-c4ccccc4)nc4c3CCC4)CC2)C1 (centres undefined),5.7,-22.0
Cc1[nH]n(-c2ccccc2)c(=O)c1/C=N/N(C)c1ccccc1,-2.7,-1.8
Cc1cc(C)c2c(N)c(S(=O)c3ccc(C(C)(C)C)cc3)sc2n1 (centres undefined),9.1,-23.4
O=C(Nc1cc(Cl)ccc1Cl)C1CC(=O)N(c2ccccc2)C1 (centres undefined),14.9,-11.7
COC(=O)CSc1nnc(-c2ccc3c(c2)OCO3)n1C,8.8,-5.3
COc1cc(/C=C/C(=O)OCC(=O)NC(=O)NC(C)C)cc(OC)c1OC,17.4,-7.1
CC(=O)Nc1ccc(S(=O)(=O)Oc2cccc(/C=C3\SC(N)=NC3=O)c2)cc1,12.8,-9.6
CC(C)c1ccc2nc(N)sc2c1,4.7,-17.3
CSc1cccc(N2CC(C(=O)Nc3cccc(S(=O)(=O)N4CCCC4)c3)CC2=O)c1 (centres undefined),16.0,-20.7
O=C1NN(c2ccccc2)C(=O)/C1=C\c1coc2ccc(O)cc2c1=O,6.5,0.0
Cc1nc(SCC(=O)Nn2c(-c3ccccc3)nc3ccccc3c2=O)n[nH]1,-3.4,-9.4
C/C=C/C=C/C(=O)O,4.6,-2.3
CCn1ccnc1CN(C)Cc1cn(-c2ccccc2)nc1-c1ccc(OC)cc1F,26.4,-22.3
O=c1c2c3c(sc2nc2n1CCCC2)CCCCC3,19.9,-23.6
C=CCn1ccc(=NC=C(C#N)C#N)c2ccccc21,27.4,-10.8
CC(C)C(=O)N(c1ccc2oc(=O)sc2c1)S(=O)(=O)c1ccccc1,5.8,19.8
Cc1cc(C)nc(NC(=O)c2ccc(C)o2)n1,3.2,-11.3
CCN(CC)C(=O)[C@H]1CC(CC(=O)NCCC2=CCCCC2)C(=O)N2CCc3c([nH]c4ccccc34)[C@]12C (some centres undefined),6.3,-27.2
O=S(=O)(Nc1ccc2c(c1)OCCO2)c1cccc2nsnc12,43.3,-8.5
COc1ccc(NC(=O)C2CCN(S(=O)(=O)c3cccs3)CC2)cc1OC,23.9,-4.9
Cc1cc(C)nc(NC(=O)CCCC(=O)O)c1,16.5,-0.9
COc1cc(/C=C/C(=O)N(C)CC(=O)Nc2ccccc2SC)cc(OC)c1OC,2.4,-39.9
CCOC(=O)N1CCN(C(=O)CN(Cc2ccccc2)S(C)(=O)=O)CC1,14.5,2.5
CCCn1c(/N=C/c2ccccc2O)nc2ccccc21,8.5,-20.5
O=C(COc1ccccc1)Nc1c2c(nn1-c1ccc(F)cc1)CS(=O)(=O)C2,28.2,-13.8
CNC(=O)NC(=O)C(C)OC(=O)c1cc2c(s1)CCCCC2 (centres undefined),9.8,-13.6
O=C(Nc1cccc(Cl)c1N1CCOCC1)c1ccco1,7.2,-25.1
NC(=O)C1=C[C@@H](c2ccc(C(F)(F)F)cc2)C[C@@H](OCc2ccc(CO)cc2)O1,13.2,-10.2
CC(C)N1CCC(N2CCN(C/C=C/c3ccc(F)cc3)CC2CCO)CC1 (centres undefined),16.6,5.0
CSCCC(NC(=O)c1ccccc1)C(=O)N1CCN(C(=O)c2ccccc2)CC1 (centres undefined),-2.5,-12.5
COc1ccc(OC)c(CN2CCC(C(=O)N(C)CCc3ccc(OC)c(OC)c3)CC2)c1,6.7,-8.2
CC(=O)c1ccc(NC(=O)CNC2CCCCC2)cc1,-2.9,-24.1

Other results
Structure,OX1R antag-1,OX1R antag-2
O=C(NCc1ccc(Cl)cc1)c1cc(=O)[nH]c2ccc(S(=O)(=O)N3CCOCC3)cc12,18.9,-14.2
CCOc1ccc(/C=C/C(=O)N(CC)CC(=O)Nc2ccc3c(c2)OCCO3)cc1OC,6.0,-33.1
Cc1ccc(-n2c(C)cc(/C([O-])=C(/C(=S)Nc3ccc(F)c(Cl)c3)[n+]3ccccc3)c2C)cc1,18.4,-16.4
O=C(NC1CCCCC1)NC1CCN(CC(=O)N2CCOCC2)CC1,0.9,-1.8
CCOC(=O)c1ccccc1NC(=O)CSc1cccc[n+]1[O-],16.7,-15.3
C=CCOC(=O)C1=C(C)NC(=O)NC1c1ccc(OC(=O)c2ccco2)c(OC)c1 (centres undefined),11.3,-21.4
COc1ccc(OCc2nnc(NC(=O)Nc3ccccc3F)s2)cc1,20.8,3.2
O=C(CN1C(=O)NC2(CCc3ccccc32)C1=O)c1ccc2c(c1)OCCO2 (centres undefined),18.0,-33.0
COC(=O)C1=C(N)OC2=C(C(=O)CCC2)C1c1ccccc1OC (centres undefined),14.4,-17.0
COc1cc(C(=O)N2C(=O)CCC2=O)cc(OC)c1OC,17.6,-9.8
COc1ccc(-c2noc(CCCCC(=O)N3CCN(c4cc(C)ccc4C)CC3)n2)cc1,37.7*,75.3*
CCOC(=O)Cc1csc(NC(=O)CCN2C(=O)c3cccc([N+](=O)[O-])c3C2=O)n1,17.3,-28.6
Cn1c(SCC(=O)N2CCOCC2)nc2sc3c(c2c1=O)CCCC3,17.6,-28.0
O=C(N/N=C/c1ccc[nH]1)c1cc(-c2cccs2)nc2ccccc12,9.0,-7.2
O=C(Nc1ccc(NS(=O)(=O)c2ccccc2)cc1)c1ccccc1,16.0,-7.6
Cc1cc([N+](=O)[O-])cc(C)c1OCC(=O)N/N=C/c1ccc(OC(=O)c2ccccc2Br)cc1,-6.8,-6.2
N#CCCn1cc(C(=O)Nc2ccc([N+](=O)[O-])cc2)c(-c2cccs2)n1,35.2,-6.7
CCC(=O)Nc1ccc(C(=O)OCc2ccccc2)cc1,22.9,-7.3
Cc1cc(Nc2ccc(Cl)cc2)n(-c2cccc(Cl)c2)n1,31.7,-26.3
COc1ccc(C(=O)Nc2ccc(S(=O)(=O)N3CCOCC3)cc2)cc1,4.3,-16.0

A draw from above in order of formula weight, falling.
Structure,OX1R antag-1,OX1R antag-2
N#CCCn1cc(C(=O)Nc2ccc([N+](=O)[O-])cc2)c(-c2cccs2)n1,35.2,-6.7
Cc1cc(Nc2ccc(Cl)cc2)n(-c2cccc(Cl)c2)n1,31.7,-26.3
COc1cc(C(=O)N2C(=O)CCC2=O)cc(OC)c1OC,17.6,-9.8

The listing continues.
Structure,OX1R antag-1,OX1R antag-2
O=C(CN1CCc2ccccc2C1)NC1CCCC1,7.2,4.4
COC(=O)CSc1nc(NCc2ccccc2)nc(N(C)C)n1,23.7,-7.8
COc1ccc(OC)c(Nc2nc(NCCC(C)C)nc(N)c2[N+](=O)[O-])c1,26.1,-42.8
N/C(=N/OC(=O)c1cccc([N+](=O)[O-])c1)c1cccc([N+](=O)[O-])c1,10.2,8.6
COc1cc(NS(C)(=O)=O)c(OC)cc1NC(=O)c1cccc(F)c1,10.8,-14.9
